# Bioassay records deposited in PubChem by National Center for Advancing Translational Sciences (NCATS).
# DT40 TDP1 CPT = qHTS for Inhibitors of human tyrosyl-DNA phosphodiesterase 1 (TDP1): qHTS in cells in presence of CPT; chicken DT40 Tdp1-/-;hTDP1 cells + 20 nM CPT, ATP luminescence, 48 h; hit rate 12% among 420,000; AID 686979, 2013; Potency, µM (titrated, usually from 46.2 µM), for inactives: top-dose activity change, negative = growth inhibition, actives largely listed as inhibitors; further: nearly all actives have a fitted effect of over 55% in size
#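 Chicken DT40 Tdp1-/- cells complemented with human TDP1, 400 cells/well, exposed to compounds plus 20 nM camptothecin for at least 48 h at 37 C; viability read as ATP content by CellTiter-Glo luminescence.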
# TDP1 cell noCPT = qHTS for Inhibitors of human tyrosyl-DNA phosphodiesterase 1 (TDP1): qHTS in cells in absence of CPT | DT40 Tdp1-/- hTDP1 cells, no CPT, ATP luminescence, 48 h | Potency, µM (titrated, usually from 46.2 µM), for inactives: at the top dose activity change, negative = growth inhibition, hits mostly inhibitors | hit rate 15% among 420,000; further: nearly all actives have a fitted effect of over 55% in size
#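 Stably hTDP1-transfected Tdp1-null chicken DT40 cells were treated with library compounds minus camptothecin and grown for at least 48 hr at 37 °C, after which cellular ATP was quantified by luminescence.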
# KAT2A inh = qHTS Assay for Inhibitors of GCN5L2. Histone acetyltransferase KAT2A (Homo sapiens), Q92830. GCN5L2 HAT assay, ThioGlo1 CoA-SH fluorescence. Potency, µM (doses to about 58.9 µM), for the others: top-dose activity change, negative = inhibition, hits mostly inhibitors. hit rate 0.21% among 390,000
# Target sequence (Q92830 whole entry, looked up): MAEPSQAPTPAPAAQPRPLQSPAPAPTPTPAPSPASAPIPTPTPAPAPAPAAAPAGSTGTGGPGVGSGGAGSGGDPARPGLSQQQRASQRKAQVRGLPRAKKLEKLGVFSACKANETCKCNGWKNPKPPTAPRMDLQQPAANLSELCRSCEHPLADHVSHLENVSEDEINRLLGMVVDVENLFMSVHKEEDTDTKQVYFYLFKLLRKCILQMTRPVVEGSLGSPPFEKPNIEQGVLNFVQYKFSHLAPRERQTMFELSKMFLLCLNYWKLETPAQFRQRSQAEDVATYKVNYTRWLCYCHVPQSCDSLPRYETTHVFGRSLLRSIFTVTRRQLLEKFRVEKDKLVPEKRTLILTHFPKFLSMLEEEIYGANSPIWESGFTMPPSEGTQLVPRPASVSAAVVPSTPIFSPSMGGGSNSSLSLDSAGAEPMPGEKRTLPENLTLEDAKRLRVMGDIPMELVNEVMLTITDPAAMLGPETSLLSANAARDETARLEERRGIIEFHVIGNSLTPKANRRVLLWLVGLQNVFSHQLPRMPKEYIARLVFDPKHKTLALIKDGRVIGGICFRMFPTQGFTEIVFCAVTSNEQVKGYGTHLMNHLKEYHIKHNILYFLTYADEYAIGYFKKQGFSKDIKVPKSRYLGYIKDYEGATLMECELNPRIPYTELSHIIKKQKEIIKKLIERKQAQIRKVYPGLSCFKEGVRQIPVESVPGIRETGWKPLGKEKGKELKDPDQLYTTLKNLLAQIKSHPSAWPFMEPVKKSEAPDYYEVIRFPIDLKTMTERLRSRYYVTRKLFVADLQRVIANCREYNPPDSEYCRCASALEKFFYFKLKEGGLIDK
#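 Enzyme at 20nM final was mixed with library compounds for 15 min at room temperature. Peptide H3(1-25) at 75uM, acetyl-CoA at 70uM and ThioGlo1 at 50uM were then added. Plates were read immediately and after 20 min (Ex340nm/Em540nm).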
# * marks the source's active call; other numbers are inactive results; u = inconclusive; x = no result given; & = joins results of further samples. The call rests on the fitted dose curve; in most records, active means well fitted curve in the direction sought with a large enough effect; inconclusive means small, poorly fitted or top-dose-only effect, or another doubt; inactive means no such curve, though single readings can be large; an effect the other way counts as inactive or inconclusive. On the % scale 0 is the no-effect control and ±100 the full control effect; potency means the concentration at half of the fitted maximal effect.
smiles	DT40 TDP1 CPT	TDP1 cell noCPT	KAT2A inh
O=[N+]([O-])c1ccccc1OCCNCc1ccccc1	-23%	u	-13%
COC(=O)C1=C(C)NC(C)=C(C(=O)OC)C1c1cc2ccc(C)cc2[nH]c1=O	-25%	u	-2%
O=C(NCc1ccccc1)C(c1ccccc1)n1c(-c2ccccn2)nc2ccccc21 (stereo not given)	-24%	-25%	x
COCCCNC(=O)C[C@@H]1C[C@@]2(C(=O)OC)CCCCC=C2N(Cc2cccc3ccccc23)C1=O	u	u	x
Nc1nnn(CC(=O)N/N=C/c2ccco2)n1	-10%	-16%	-3%
CCOC(=O)c1ccc(NC(=O)CSc2nnc(C)n2-c2ccccc2)cc1	-22%	-16%	-14%
Cc1cc(-c2ccccc2)nc(Nc2nc3c(C)cccc3c(=O)[nH]2)n1	u	u	x
COc1ccc(NC(=O)NCCN2CCN(c3cc(OC)ccc3OC)CC2)cc1	-8%	-3%	-1%
O=C1CCN(C(=O)Nc2ccccc2)N1	-19%	1%	3%
Cc1ccc(-n2ncc3c2CCCC3NC(=O)CCN2CCCC2=O)cc1C (stereo not given)	-13%	2%	-5%
NC(=O)CC(NC(=O)c1ccc(Br)cc1)c1ccc(N2CCN(c3ccccn3)CC2)c([N+](=O)[O-])c1 (stereo not given)	23µM*	21µM*	3%
CCn1cc(CN2CCC(n3nccc3NC(=O)C3CCCC3)CC2)cn1	10%	-3%	-23%
Cc1noc(/C=C/N(C)C)c1S(=O)(=O)N1CCCC(C(=O)NCc2ccco2)C1 (stereo not given)	11%	2%	-17%
CC1Cc2cc(/C=C3/SC(=S)N(C)C3=O)ccc2O1 (stereo not given)	-27%	u	-4%
N#Cc1cc(-c2ccccc2)oc1/N=C/c1ccccc1O	-6%	-27%	-9%
CCOc1ccc(NC(=O)CCN2CCN(c3ccccc3)CC2)cc1	-4%	0%	5%
COc1ccc(-c2nc(N)nc(C)c2-c2ccc(Cl)cc2)c(O)c1	-33%	-17%	-15%
CSCCC(NC(=O)c1ccco1)C(=O)Nc1ccc(C)c(S(=O)(=O)N2CCOCC2)c1 (stereo not given)	2%	-11%	2%
COc1ccccc1CC(=O)Nc1ccon1	-2%	-5%	-4%
COc1cccc(C2/C(=C(/O)c3ccc4c(c3)CC(C)O4)C(=O)C(=O)N2CCCn2ccnc2)c1 (stereo not given)	10%	-1%	-11%

# In another format: entries from further up.
# Under each structure: DT40 TDP1 CPT | TDP1 cell noCPT | KAT2A inh
O=[N+]([O-])c1ccccc1OCCNCc1ccccc1
→ -23% | u | -13%
COC(=O)C1=C(C)NC(C)=C(C(=O)OC)C1c1cc2ccc(C)cc2[nH]c1=O
→ -25% | u | -2%
O=C(NCc1ccccc1)C(c1ccccc1)n1c(-c2ccccn2)nc2ccccc21 (stereo not given)
→ -24% | -25% | x
COCCCNC(=O)C[C@@H]1C[C@@]2(C(=O)OC)CCCCC=C2N(Cc2cccc3ccccc23)C1=O
→ u | u | x
Nc1nnn(CC(=O)N/N=C/c2ccco2)n1
→ -10% | -16% | -3%
CCOC(=O)c1ccc(NC(=O)CSc2nnc(C)n2-c2ccccc2)cc1
→ -22% | -16% | -14%
Cc1cc(-c2ccccc2)nc(Nc2nc3c(C)cccc3c(=O)[nH]2)n1
→ u | u | x
COc1ccc(NC(=O)NCCN2CCN(c3cc(OC)ccc3OC)CC2)cc1
→ -8% | -3% | -1%
O=C1CCN(C(=O)Nc2ccccc2)N1
→ -19% | 1% | 3%
Cc1ccc(-n2ncc3c2CCCC3NC(=O)CCN2CCCC2=O)cc1C (stereo not given)
→ -13% | 2% | -5%
NC(=O)CC(NC(=O)c1ccc(Br)cc1)c1ccc(N2CCN(c3ccccn3)CC2)c([N+](=O)[O-])c1 (stereo not given)
→ 23µM* | 21µM* | 3%
CCn1cc(CN2CCC(n3nccc3NC(=O)C3CCCC3)CC2)cn1
→ 10% | -3% | -23%
Cc1noc(/C=C/N(C)C)c1S(=O)(=O)N1CCCC(C(=O)NCc2ccco2)C1 (stereo not given)
→ 11% | 2% | -17%
CC1Cc2cc(/C=C3/SC(=S)N(C)C3=O)ccc2O1 (stereo not given)
→ -27% | u | -4%
N#Cc1cc(-c2ccccc2)oc1/N=C/c1ccccc1O
→ -6% | -27% | -9%
CCOc1ccc(NC(=O)CCN2CCN(c3ccccc3)CC2)cc1
→ -4% | 0% | 5%

# Going on with the list.
smiles	DT40 TDP1 CPT	TDP1 cell noCPT	KAT2A inh
Cc1cccc(OCCN2C(=O)C(=O)c3cc(C)ccc32)c1	0.37µM*	0.46µM*	-2%
COc1ccc(-c2nc3c4ccccc4ccn3c2Cc2ccccc2C(F)(F)F)cc1OC	u	16µM*	x
COc1ccc(CN(CC2CCCO2)C(=O)c2cc3sccc3n2C)c(OC)c1 (stereo not given)	-9%	u	-2%
Cc1ccccc1NC(=O)c1sc2nc3n(c(=O)c2c1C)CCC3	u	u	-8%
O=C(OCC(=O)N1CCCc2ccccc21)c1cccc(S(=O)(=O)N2CCc3ccccc32)c1	u	u	28%
Clc1ccc(C2=Nn3c(nnc3-c3cccs3)SC2)cc1	-17%	-5%	2%
Cc1ccc(S(=O)(=O)NCC(=O)N(CC(=O)NCc2ccc(F)cc2)CC2CCCO2)cc1 (stereo not given)	-1%	-21%	2%
Cc1cc(C)nc(Nc2ccc(N3CCCC3)cc2)n1	u	u	-11%
CN(C)C=NC(=O)c1[nH]c2ccc(Cl)cc2c1-c1ccccc1	u	u	-7%
COC(=O)c1ccc(NC(=O)CN2CCCN(Cc3ccc(Cl)cc3)S2(=O)=O)cc1	u	u	-6%
COc1ccccc1C1OC2=C(Nc3ccc([N+](=O)[O-])cc3N2)C1=O (stereo not given)	13µM*	13µM*	-1%
Cc1ccccc1NS(=O)(=O)c1cc(C(=O)N2CCc3ccccc3C2)ccc1C	1%	-10%	-11%
CCN(CC)S(=O)(=O)c1cccc(C(=O)N/N=C/c2c(C)nn(-c3ccccc3)c2Cl)c1	17%	-21%	-20%
CC(Sc1cccc[n+]1[O-])C(=O)Nc1cccc([N+](=O)[O-])c1 (stereo not given)	13%	-1%	-3%
CC(C)(C)n1nc2c(c1NC(=O)c1cccc(Cl)c1)CS(=O)(=O)C2	-5%	22%	-5%
N#Cc1cccc(NC(=O)CSc2n[nH]c(=O)[nH]c2=O)c1	-11%	-7%	-2%
CCN(C(=O)CSc1nnc(NCc2ccccc2)s1)C1CCS(=O)(=O)C1 (stereo not given)	0%	2%	-4%
CCCc1cc(=O)[nH]c(-n2[nH]c3c(c2=O)CCCC3)n1	16µM*	21µM*	-17%
O=C(Cn1cnc2c(NCc3ccccc3)ncnc21)NCc1ccccc1	4.1µM*	2.9µM*	-2%
CC1S/C(=N/N=C/c2cccs2)NC1=O (stereo not given)	-18%	-6%	0%
COc1cccc(C(=O)COc2cccc(NC(=O)c3cccc([N+](=O)[O-])c3)c2)c1	u	16µM*	-17%
COC(=O)Cn1c(=O)c2cccn2c2ccc(F)cc21	-19%	-18%	0%
Cc1nn(C(C)(C)C)c(OC(=O)c2ccc(Br)o2)c1Sc1ccccc1	u	-15%	-10%
CCOc1ncccc1C(=O)OCC(=O)Nc1cc(S(=O)(=O)N2CCOCC2)ccc1Cl	-24%	-13%	-4%
CCCC(=O)Nc1sc2c(c1C#N)CC(C)(C)NC2(C)C	-10%	0%	-1%
CCCCCOC(=O)C1[C@H]2C(=O)N(CCCOC)C[C@]23C=C[C@H]1O3 (stereo not given in full)	4%	-3%	1%
CCOC(=O)N1CCc2c(sc3c2C(=O)NC(c2ccccc2)N3)C1 (stereo not given)	6.5µM*	3.3µM*	0%
CC(C)CC(=O)Nc1nnc(SCC(=O)Nc2ccc(F)cc2)s1	u	u	-2%
NC1=NCC2c3ccccc3Cc3ccccc3N12 (stereo not given)	u	24µM*	1%&-6%&0%
COCCNc1nc(Oc2ccc(Cl)c(Cl)c2)c2sccc2n1	u	-28%	x
Cc1ccc(Cn2c(C(C)Nc3nc(-c4ccc(C)cc4)cs3)nc3cc(Cl)c(Cl)cc32)cc1 (stereo not given)	u	-15%	-12%
CC(OC(=O)C1CCN(c2ccc(C(F)(F)F)cn2)CC1)C(=O)c1ccccc1 (stereo not given)	u	u	-16%
CCOC(=O)c1ccc(NC(=O)CSc2nc3cccnc3n2C)cc1	u	21µM*	-2%
CCOc1ccc(C(C)=O)cc1CSc1nnc(-c2ccoc2C)n1N	-3%	-23%	-8%
CCc1nn2c(=O)cc(COC(=O)c3ccccc3NC(=O)C3CCCCC3)nc2s1	6%	-26%	5%
CNC(=O)c1cc(C(=O)c2c(Cl)cccc2Cl)c[nH]1	-6%	0%	-2%
CC(C)=CC(=O)N1CCCC(N2CCN(c3ccc(F)cc3)CC2)C1 (stereo not given)	-1%	1%	-19%
Cc1cc(F)ccc1-c1cc(C(=O)NCc2cccc(C(F)(F)F)c2)[nH]n1	u	u	x
CCC1(C)Cc2c(sc(NC(=O)CCC(=O)O)c2C#N)CO1 (stereo not given)	1%	-1%	-4%
COc1cc(C(=O)NCC(=O)N2CCN(S(=O)(=O)c3ccccc3)CC2)cc(OC)c1OC	20%	-17%	1%
Cc1ccc(N(CC(=O)NCc2ccccc2)C(=O)c2csnn2)cc1	2%	u	0%
O=C1/C(=C\Nc2ccc(OC(F)(F)F)cc2)CCN1c1ncccn1	-3%	1%	-1%
Cc1ccc(NC(=O)CCC(=O)c2cccs2)nc1	1%	-3%	-24%
Cc1cc(/C=N/n2cnnc2)c(C)n1-c1ccc2ncccc2c1	u	u	x
CCSc1nnc2n(-c3ccc(OC)cc3)c(=O)c3c4c(sc3n12)CCCC4	u	u	-5%
O=C(Nc1scc(-c2ccccc2)c1C(=O)O)c1ccccc1F	-18%	-5%	2%
O=C(CNC(=O)c1ccco1)N=Nc1c(O)[nH]c2ccc(Br)cc12	6%	4%	-7%
O=C(O)c1cccc(CN2C(=O)CSC2=O)c1	-4%	0%	u
CCOC(=O)C1=NN(C(=O)Nc2cccc(C(F)(F)F)c2)C2C(=O)N(c3cccc(C(F)(F)F)c3)C(=O)C12 (stereo not given)	-16%	1%	-4%
CC(C)CN(C(=O)c1ccc(=O)n(C)n1)c1nc2ccccc2s1	u	u	-5%

# Other results follow:
smiles	DT40 TDP1 CPT	TDP1 cell noCPT	KAT2A inh
COc1ccc(-c2cn(-c3ccc(C)cc3)c(=O)n2CC(=O)Nc2ccc(OC)c(OC)c2)cc1	-7%	-11%	-8%
Cc1cc(C)c2c(c1)N[C@H](c1cccs1)[C@@H]1CCO[C@H]21	-21%	u	-24%
O=C(Nc1ccccc1)c1ccc(=O)[nH]n1	-2%	-3%	-17%
COc1cccc2c1c(NC(=O)Nc1ccc(F)cc1F)nn2C	0%	3%	-20%
Cc1ccc(NC(=O)C(CC(=O)O)C2CCCO2)c(C)c1 (stereo not given)	-2%	0%	-17%
COc1ccc(C(=C(CC(=O)O)C(=O)OC(C)(C)C)c2cc(OC)c(OC)c(OC)c2)cc1OC	5%	-14%	x
CSCCC(NC(=O)c1ccco1)C(=O)N1CC=C(c2ccccc2)CC1 (stereo not given)	u	u	0%
COc1ccc(C(=O)N/C(=C/c2cccs2)C(=O)NN)cc1OC	11%	0%	-5%
CCOC(=O)C1CCCN(S(=O)(=O)c2cc(Br)cc3c2N(C(=O)C2CC2)CC3)C1 (stereo not given)	u	u	-2%
CC(C)C1Nc2ccc(C(=O)NCc3ccco3)cc2NC1=O (stereo not given)	u	u	0%
CCOc1ccc(NC(=O)CCC(=O)N2CCSc3ccccc32)cc1	16µM*	16µM*	-4%&-3%
COc1cccc(C(C(=O)NCc2ccccc2)N2CCN(C(=O)C3CCCO3)CC2)c1OC (stereo not given)	4%	-9%	x
O=C(NC1CCS(=O)(=O)C1)c1sc2ccccc2c1Cl (stereo not given)	10%	-9%	-5%
COc1ccc(N2CCN(C(=O)CCN3C(=O)c4ccccc4S3(=O)=O)CC2)cc1	-17%	-28%	-7%
COc1ccc(C(CC(=O)N2CCN(C)CC2)NC(=O)C(F)(F)F)cc1 (stereo not given)	-3%	-19%	20%
CN(CC(=O)Nc1ccccc1Cl)CC(=O)c1c(N)n(Cc2ccccc2)c(=O)n(C)c1=O	-15%	9%	4%
